Bioassay records from PubChem BioAssay.
MT1-MMP act inh: MT1-MMP (human) activation inhibition; HT1080 RFP-PRO-GFP cells, GFP/RFP ratio fluorescence, overnight; percent of plate control window, DMSO zero; 360,000 compounds, 0.061% hits; GFP/RFP ratio change, % at 20 µM; P50281;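 active = GFP/RFP ratio change of at least 30% with cell ATP level not reduced by more than half and red fluorescence within 50% of control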; note: strong numbers were not always called active
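Assay system – RFP-PRO-GFP reporter HT1080 cells · Compound dosing – single dose of 20 µM compound, 1% DMSO final · Incubation – overnight compound exposure at 37 °C · Measure – GFP/RFP fluorescence ratio · Benchmarks – DMSO wells and RFP-L50D-GFP cells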
Tb MetRS inh: Trypanosoma brucei MetRS inhibition; purified T. brucei MetRS, ATP depletion, Kinase-Glo luminescence; inhibition, % at 11.9 µM; 360,000 compounds, 0.4% hits; AID 624268;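 active = inhibition above a per-plate cutoff of the control wells' mean inhibition plus 3 SD, cut at about 5.5% in these data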;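 note: 0% = DMSO wells median and 100% = median of wells with control inhibitor compound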
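assay system = parasite MetRS enzyme | timing = 15 min preincubation, 2 h reaction, all 25 °C | evaluation = percent inhibition relative to median high and low control wells | medium = HEPES buffer containing pyrophosphatase, BSA, spermine, DTT | compound = single dose, 11.9 µM final nominal, 0.9% final DMSO | detection = Kinase-Glo luminescence, ATP depletion format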
FAS-TE inh: blocks the thioesterase domain of human fatty acid synthase | recombinant FAS-TE, OMFH fluorogenic substrate, fluorescence endpoint | inhibition, % at 15 µM | P49327 | 360,000 compounds, 0.67% hits | AID 602261;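 active = compounds whose normalised, plate-corrected inhibition of enzyme fluorescence in the single-dose primary screen is 50% or more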;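 note: 0% = DMSO with enzyme and 100% = substrate without enzyme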
E coli Lon inh: E. coli protease La inhibition | P0A9M0 | purified E. coli Lon protease, fluorescence polarization | 360,000 compounds, 0.42% hits | AID 602123 | inhibition, % at 7.94 µM; in the data active = inhibition above about 13%, passing the limit was not always enough;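 note: 0% = enzyme with probe and DMSO and 100% = no enzyme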
bovine MsrA act: bovine methionine sulfoxide reductase A activation; purified bovine MsrA, absorbance read-out; activation, % at 10.6 µM; 360,000 compounds, 0.3% hits; AID 602163; in the data active = activation above about 7.5%;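 note: 0% = vehicle and 100% = reference activator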
SKN-1 inh: blocks SKN-1 activity in C. elegans | 360,000 compounds, 0.49% hits | C. elegans VP596 Pgst-4::GFP/RFP ratio, acrylamide-induced, 24 h | inhibition, % at 21.8 µM | AID 624304;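 active = interference check ratio from 0.5 to 1.5 plus GFP to RFP signal ratio inhibition reaching or exceeding a fixed threshold, cut at about 30% in these data, passing the limit was not always enough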; note: some compounds called inactive have numbers as strong as hits
CendR NRP1 mod: NRP-1/CendR interaction modulation. FAM-RPARPAR peptide binding to NRP-1, fluorescence polarization. inhibition, % at 25 µM. 360,000 compounds, 0.85% hits. AID 602438;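 active = inhibition or corrected inhibition above about 18%, plus a signal ratio from 0.5 to 1.5, limit read from the data, passing the limit was not always enough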; note: strong numbers were not always called active
PABP1 MLLE inh: inhibitors of microRNA-mediated deadenylation, human PABP1 MLLE binding; P11940; GST-MLLE / FITC-PAM2 fluorescence polarization; inhibition, % at 20 µM; 360,000 compounds, 0.36% hits; AID 588489; in the data active = inhibition above about 35%, passing the limit was not always enough;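 note: plate controls were DMSO wells with GST-MLLE for no effect and wells lacking GST-MLLE protein for full effect; some results filed as inactive read as strong as hits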
Target sequence (P11940 whole entry, looked up): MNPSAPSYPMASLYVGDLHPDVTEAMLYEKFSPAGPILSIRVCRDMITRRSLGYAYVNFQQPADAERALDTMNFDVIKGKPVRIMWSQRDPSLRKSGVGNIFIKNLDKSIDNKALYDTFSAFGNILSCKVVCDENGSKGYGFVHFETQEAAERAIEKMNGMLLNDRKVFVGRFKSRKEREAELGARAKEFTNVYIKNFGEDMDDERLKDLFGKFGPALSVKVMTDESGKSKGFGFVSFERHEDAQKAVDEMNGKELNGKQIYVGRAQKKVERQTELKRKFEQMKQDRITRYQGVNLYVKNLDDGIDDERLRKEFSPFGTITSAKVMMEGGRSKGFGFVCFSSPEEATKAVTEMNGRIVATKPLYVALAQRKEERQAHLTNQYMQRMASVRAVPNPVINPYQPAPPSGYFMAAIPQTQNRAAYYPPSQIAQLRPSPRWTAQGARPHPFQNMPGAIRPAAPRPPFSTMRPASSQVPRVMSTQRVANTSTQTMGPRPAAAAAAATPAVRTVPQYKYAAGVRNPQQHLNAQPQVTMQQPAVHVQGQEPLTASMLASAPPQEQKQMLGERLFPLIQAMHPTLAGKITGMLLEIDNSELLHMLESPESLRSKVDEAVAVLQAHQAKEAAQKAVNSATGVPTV
MsrA inh: inhibits bovine methionine sulfoxide reductase A. inhibition, % at 15.5 µM. purified bovine MsrA, absorbance read-out. 360,000 compounds, 0.75% hits; in the data active = inhibition above about 4.5%;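 note: 0% = vehicle wells with enzyme and 100% = reference inhibitor wells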
Starred values were filed as active, the others as inactive; x = no result given.

Short forms: A = MT1-MMP act inh; B = Tb MetRS inh; C = FAS-TE inh; D = E coli Lon inh; E = bovine MsrA act; F = SKN-1 inh; G = CendR NRP1 mod; H = PABP1 MLLE inh; I = MsrA inh
> COc1ccccc1N1CCN(CC(O)COc2ccc(S(=O)(=O)N3CCOCC3)cc2)CC1 (centres undefined)
  A: -2 | B: 0.0 | C: -7 | D: -4 | E: -7 | F: 7 | G: 3 | H: 10 | I: -0.3

> COC(=O)C1C(=O)C=C(Nc2ccc(F)cc2F)CC1c1ccc(OC)cc1 (centres undefined)
  A: -1 | B: -0.2 | C: -6 | D: -3 | E: -5 | F: 2 | G: -3 | H: 13 | I: -0.1

> CC(CCc1ccccc1)NC(=O)c1ccc(NC(=O)c2cccc(Br)c2)cc1 (centres undefined)
  A: 2 | B: 0.0 | C: 2 | D: 0 | E: -6 | F: -2 | G: -10 | H: 7 | I: 0.5

> O=C1c2cccc(NCCCNCCO)c2C(=O)c2cccc(NCCCNCCO)c21
  A: 68* | B: -0.1 | C: 3 | D: -5 | E: 3 | F: 78 | G: 1 | H: -1 | I: 0.2

> CSc1ccccc1NC(=O)CN(C)C(=O)/C=C/c1ccccc1
  A: 2 | B: -0.2 | C: 11 | D: 0 | E: -5 | F: 5 | G: -6 | H: 4 | I: 1.1

> Cc1nc2sc3c(c2c(=N)n1N)CCCC3
  A: 4 | B: 0.1 | C: -2 | D: 1 | E: -3 | F: 5 | G: 7 | H: 0 | I: 0.1

> CCCN(C1CCS(=O)(=O)C1)S(=O)(=O)c1ccc(F)cc1 (centres undefined)
  A: 2 | B: -0.3 | C: -8 | D: -2 | E: -2 | F: 3 | G: -1 | H: 10 | I: -0.9

> CCN(CC)c1ccc(/C=C2/SC(=O)N(C(C)C)C2=O)o1
  A: -102 | B: -0.1 | C: -100 | D: -172 | E: -6 | F: 23 | G: 136 | H: 136 | I: -0.8

> CCOC(=O)c1ccc(NC(=O)CSc2nnc(COc3ccccc3OC)n2C)cc1
  A: -2 | B: -0.5 | C: -4 | D: -6 | E: -3 | F: 5 | G: -8 | H: -6 | I: -0.1

> C[C@@H](NC(=O)[C@@H]1Cc2ccccc2CN1C(=O)OC(C)(C)C)C(=O)NC1CCCC1
  A: -2 | B: -0.4 | C: -6 | D: 1 | E: -8 | F: -3 | G: 22 | H: 10 | I: -1.1

> CCn1c(C(=O)N2CCC(C(=O)NCc3ccc(OC)cc3)CC2)cc2sccc21
  A: 8 | B: 0.1 | C: -2 | D: 0 | E: -1 | F: 10 | G: -6 | H: -3 | I: 0.7

> CCN(C(=O)c1ccc(C(C)(C)C)cc1)c1nnc(Cn2nnc3ccccc32)s1
  A: 0 | B: -1.4 | C: 23 | D: -1 | E: -2 | F: 19 | G: -6 | H: 17 | I: -0.6

> OC(c1ccccc1)(c1ccccc1)C1CCN(CCCOc2ccccc2Cl)CC1
  A: -2 | B: -1.1 | C: 3 | D: -4 | E: 1 | F: 3 | G: 15 | H: x | I: 1.9

> CCSc1nc(NCCN(C)C)c2c3c(sc2n1)COC(C)(CC)C3 (centres undefined)
  A: 2 | B: -0.6 | C: -5 | D: 1 | E: -1 | F: 4 | G: 4 | H: 12 | I: -0.6

> O=C(/C=C/c1c(F)cccc1Cl)Nc1ncccn1
  A: 3 | B: 0.1 | C: -10 | D: -14 | E: -1 | F: 10 | G: -13 | H: 1 | I: -0.4

> O=C(N/N=C/c1ccc(OC2CSC2)cc1)c1ccccc1
  A: 16 | B: -1.5 | C: -5 | D: -16 | E: 1 | F: -2 | G: 0 | H: 6 | I: 1.7

> COc1ccc(N2CCN(C(=S)Nc3cc(C)ccc3C)CC2)cc1
  A: 2 | B: -0.2 | C: -5 | D: -6 | E: -3 | F: 10 | G: -15 | H: -88 | I: 0.1

> CCC(=O)Nc1ccc(N2CCOCC2)c(S(=O)(=O)Nc2ccc(OC)cc2)c1
  A: 0 | B: 0.1 | C: -3 | D: -10 | E: -3 | F: 6 | G: -1 | H: 11 | I: -0.7

> COc1ccc(-n2c(COc3ccc4ccccc4c3)nnc2SCC(=O)NCc2ccco2)cc1
  A: 4 | B: -0.5 | C: 10 | D: -9 | E: -2 | F: 0 | G: 0 | H: -74 | I: -0.1

> C#Cc1cc(N2CCN(C(=O)c3ccoc3)CC2)n2nc(-c3cccc(Cl)c3)cc2n1
  A: -59 | B: 0.3 | C: 22 | D: 3 | E: -2 | F: -4 | G: -7 | H: -26 | I: 0.4

> Cn1c(=O)n(Cc2ccc(F)cc2)c(=O)c2c1nc1n2CCN1Cc1ccco1
  A: 1 | B: 0.2 | C: 4 | D: -1 | E: -2 | F: 0 | G: -10 | H: -2 | I: -0.7

> Cc1ccc([C@@]2(OC(=O)c3ccccc3)C(=O)N(C(=O)OC(C)(C)C)c3ccccc32)cc1
  A: -2 | B: -0.6 | C: 28 | D: 1 | E: -4 | F: 3 | G: 8 | H: x | I: -1.5

> COc1cccc(CNS(=O)(=O)c2ccc3c(c2)N(C)CCO3)c1
  A: -1 | B: 0.3 | C: -2 | D: -6 | E: -2 | F: 18 | G: 15 | H: 13 | I: -1.0

> CCC(c1nnc(SCC(=O)N2CCOCC2)n1C1CCCCC1)N(C)C (centres undefined)
  A: 4 | B: -0.3 | C: -4 | D: 4 | E: -2 | F: -13 | G: -4 | H: 10 | I: -0.2

> Cn1c(=O)c2c(ncn2CC(=O)Nc2nc3ccc(F)cc3s2)n(C)c1=O
  A: -5 | B: 0.3 | C: 0 | D: -6 | E: 4 | F: 10 | G: 10 | H: -2 | I: -1.6

> COc1cccc(CN2CCN(c3ccc(F)cc3)C2=O)c1
  A: 5 | B: -0.6 | C: 2 | D: -10 | E: -1 | F: 2 | G: -3 | H: 10 | I: 0.8

> COc1ccc(Nc2nc(Cl)nc(NCCO)n2)cc1
  A: 4 | B: -0.1 | C: -10 | D: -1 | E: -2 | F: 2 | G: -7 | H: 11 | I: 0.8

> COc1cccc(NC(=O)C(Cc2ccccc2)NC(=O)C2CCC(C)CC2)c1 (centres undefined)
  A: -33 | B: -0.2 | C: 4 | D: 5 | E: -3 | F: -1 | G: -4 | H: -5 | I: 0.1

> Cc1ccc2nc(SCC(=O)NC3CC3)[nH]c2c1
  A: 0 | B: -0.1 | C: -6 | D: 6 | E: -6 | F: 1 | G: 15 | H: -26 | I: -0.8

> Cc1cc(C)n(CC(O)COc2ccccc2C(=O)Nc2ccccc2)n1 (centres undefined)
  A: 5 | B: -0.2 | C: -6 | D: -11 | E: -11 | F: -43 | G: 0 | H: 5 | I: -0.3

> CCOc1ccc(N(C(=O)CNC(=O)c2ccco2)C(C(=O)NC2CCCC2)c2ccco2)cc1 (centres undefined)
  A: -3 | B: -0.2 | C: -2 | D: -10 | E: -3 | F: -3 | G: 7 | H: 4 | I: -0.5

> COc1c(C)cc(C(=O)C2CCCN(C(=O)c3cc(C4CC4)[nH]n3)C2)cc1C (centres undefined)
  A: -2 | B: 0.0 | C: 0 | D: -10 | E: 0 | F: 1 | G: 4 | H: -11 | I: 1.2

> CC(=O)c1ccc(Nc2nc(CN)cs2)cc1
  A: 1 | B: -0.2 | C: -6 | D: -13 | E: -4 | F: 4 | G: -2 | H: -2 | I: 3.2

> CC(=O)c1ccc(OCCCC(=O)NC2=NCCS2)cc1
  A: 3 | B: -0.8 | C: -5 | D: -2 | E: -3 | F: 3 | G: 4 | H: 39* | I: -1.3

> CCOc1ccc(S(=O)(=O)Nc2ccccc2SC)cc1
  A: x | B: -1.5 | C: 7 | D: 11 | E: 1 | F: -3 | G: 10 | H: 5 | I: -0.6

> CN(C)[C@H]1N(C(=O)c2ccc(Br)cc2)N=C2c3ccccc3S(=O)(=O)N21
  A: -1 | B: 0.2 | C: -2 | D: -2 | E: -3 | F: -21 | G: 5 | H: 12 | I: -0.7

> COc1ccc(C(=O)Nc2ccc3ccccc3c2)c(OC)c1
  A: -1 | B: -1.9 | C: 27 | D: -7 | E: -2 | F: 7 | G: -17 | H: -1 | I: -0.1

> COc1ccc(NC(=O)CC2SC(=Nc3ccccc3)NC2=O)c(OC)c1 (centres undefined)
  A: -4 | B: -0.5 | C: 2 | D: -1 | E: -11 | F: 8 | G: -20 | H: -26 | I: 0.9

> CCCCCCOc1ccc(N2C(=O)CC(S/C(N)=N/N=C(\C)c3cccs3)C2=O)cc1 (centres undefined)
  A: 15 | B: -0.2 | C: 13 | D: -6 | E: 7 | F: 0 | G: -8 | H: -13 | I: 2.0

> CCC(=O)N1CCCC(C)(C(=O)NS(=O)(=O)c2ccccc2Cl)C1 (centres undefined)
  A: 1 | B: -0.2 | C: -9 | D: -12 | E: -3 | F: 14 | G: 12 | H: 1 | I: -1.2

> COc1cc2ncnc(NCc3ccc4c(c3)OCO4)c2cc1OC
  A: 1 | B: 0.1 | C: -3 | D: -9 | E: 1 | F: 11 | G: 4 | H: 7 | I: 2.1

> O=C(Nc1cc(S(=O)(=O)N2CCOCC2)ccc1N1CCCC1)C1COc2ccccc2O1 (centres undefined)
  A: -1 | B: -0.4 | C: 4 | D: -1 | E: -1 | F: -9 | G: -8 | H: -6 | I: -1.3

> COc1ccc(NC(=O)C/C(C)=N/NC(=O)c2cnccn2)cc1Cl
  A: 0 | B: 0.1 | C: -4 | D: 4 | E: -5 | F: 15 | G: 15 | H: 7 | I: 0.0

> O=C(CSCc1c(Cl)cccc1Cl)Nc1cccnc1
  A: 3 | B: -0.2 | C: -1 | D: 16 | E: -3 | F: -3 | G: -6 | H: -10 | I: -1.1

> CN(c1ccccn1)c1ncnc2[nH]ncc12
  A: 4 | B: 0.1 | C: -4 | D: 4 | E: -1 | F: 2 | G: -1 | H: 7 | I: -0.4

> Cc1cc(C(=O)OCC(=O)N2CCCC2)c2ccccc2n1
  A: 5 | B: -1.0 | C: -12 | D: 0 | E: -6 | F: 2 | G: 1 | H: -23 | I: -0.6

> O=C(Nc1ccncc1)Nc1cccc(F)c1
  A: -4 | B: 0.1 | C: -5 | D: -8 | E: -6 | F: 6 | G: -5 | H: 2 | I: 0.1

> C=CCn1c(COc2ccccc2)nnc1SCC(=O)O
  A: 4 | B: -1.0 | C: -6 | D: 14 | E: -3 | F: -7 | G: -8 | H: -12 | I: -1.3

Retrieved one by one from the list above, four records:
Short forms: A = MT1-MMP act inh; B = Tb MetRS inh; C = FAS-TE inh; D = E coli Lon inh; E = bovine MsrA act; F = SKN-1 inh; G = CendR NRP1 mod; H = PABP1 MLLE inh; I = MsrA inh
> Cc1cc(C(=O)OCC(=O)N2CCCC2)c2ccccc2n1
  A: 5 | B: -1.0 | C: -12 | D: 0 | E: -6 | F: 2 | G: 1 | H: -23 | I: -0.6

> COc1ccccc1N1CCN(CC(O)COc2ccc(S(=O)(=O)N3CCOCC3)cc2)CC1 (centres undefined)
  A: -2 | B: 0.0 | C: -7 | D: -4 | E: -7 | F: 7 | G: 3 | H: 10 | I: -0.3

> CCC(c1nnc(SCC(=O)N2CCOCC2)n1C1CCCCC1)N(C)C (centres undefined)
  A: 4 | B: -0.3 | C: -4 | D: 4 | E: -2 | F: -13 | G: -4 | H: 10 | I: -0.2

> CSc1ccccc1NC(=O)CN(C)C(=O)/C=C/c1ccccc1
  A: 2 | B: -0.2 | C: 11 | D: 0 | E: -5 | F: 5 | G: -6 | H: 4 | I: 1.1
